From PubChem
Cardio protect – cardioprotection against H2O2-induced cell death, primary screen, uHTS, H9c2 cells, ATPLite luminescence; AID 588492, 2011; 360,000 tested, 0.63% active; protection from H2O2 cell death, % at 20 µM; H9c2 cardiomyocytes, H2O2 injury protection, 2 h;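 active means compounds giving at least 50% protection of heart cells from peroxide-induced death in the single-dose screen, raw or plate-pattern-corrected value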;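 further: 0% = DMSO wells with peroxide and 100% = DMSO wells without peroxide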
ABCB6 inh MLPCN – ABCB6 transporter inhibitors, primary screen, K562-ABCB6 cells, flow cytometry, MLPCN library. AID 602162, 2011. 360,000 tested, 0.19% active. fluorescence ratio to DMSO, % at 10 µM. ATP-binding cassette sub-family B member 6 (Homo sapiens), Q9NP58. K562-ABCB6 porphyrin accumulation, 1 h; stronger effect = lower value;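 active means fluorescence ratio to DMSO below 75%, the collection mean minus 3 SD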;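 further: signal is porphyrin accumulated inside mitochondria; 100% equals median channel fluorescence of DMSO control wells; lower ratio means ABCB6 inhibition with less porphyrin fluorescence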
Target sequence (Q9NP58 whole entry, looked up): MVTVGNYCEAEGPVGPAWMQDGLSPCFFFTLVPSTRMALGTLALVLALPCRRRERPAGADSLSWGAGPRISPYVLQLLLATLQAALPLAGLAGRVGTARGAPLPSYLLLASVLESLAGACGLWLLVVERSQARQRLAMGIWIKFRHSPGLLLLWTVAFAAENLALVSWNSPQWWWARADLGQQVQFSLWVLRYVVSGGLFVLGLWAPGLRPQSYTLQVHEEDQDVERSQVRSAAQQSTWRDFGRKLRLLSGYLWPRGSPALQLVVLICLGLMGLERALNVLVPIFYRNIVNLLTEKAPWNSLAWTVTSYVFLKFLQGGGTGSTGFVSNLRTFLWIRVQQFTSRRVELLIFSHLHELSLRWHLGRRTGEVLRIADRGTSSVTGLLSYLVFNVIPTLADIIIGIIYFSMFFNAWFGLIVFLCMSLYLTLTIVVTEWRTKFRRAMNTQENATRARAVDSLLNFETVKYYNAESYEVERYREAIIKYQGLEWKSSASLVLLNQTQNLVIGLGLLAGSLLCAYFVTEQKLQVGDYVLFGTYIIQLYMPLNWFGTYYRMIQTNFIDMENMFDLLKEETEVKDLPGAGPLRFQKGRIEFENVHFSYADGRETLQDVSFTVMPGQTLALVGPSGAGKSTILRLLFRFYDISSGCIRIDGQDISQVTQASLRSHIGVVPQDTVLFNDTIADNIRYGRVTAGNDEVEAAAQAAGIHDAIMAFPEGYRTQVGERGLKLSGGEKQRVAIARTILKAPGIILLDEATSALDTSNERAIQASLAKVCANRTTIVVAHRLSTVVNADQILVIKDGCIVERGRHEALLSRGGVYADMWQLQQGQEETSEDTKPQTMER
CaV13 FRET inh – Disruptors of the CACNA1D IQ motif to Ca2+-dependent inactivation inhibitor domain association, primary screening, Förster resonance energy transfer in intact living …; inhibition, % at 12.3 µM; 340,000 tested, 0.098% active; HEK cells, CFP/YFP FRET ICDI-IQ, plate reader, 10 min; percent FRET-ratio fall versus neutral wells;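 active means mean replicate inhibition of at least 30% and at least 1% of replicates passing that level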;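 further: 0% = median of the neutral control wells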
Granule exo inh – LAMP-1 surface exposure blockers, TALL-104 cells – cell-based, flow cytometry, MLPCN library, primary screen; TALL-104 LAMP-1 surface exposure; cells stimulated with thapsigargin and PMA; 360,000 tested, 0.66% active; inhibition, % at 10 µM;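 active means inhibition above about 55%, limit read from the data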
N-glyco inh – increase of ERlucT glycosylation luciferase signal, primary screen, N-linked glycosylation inhibitor project, D54 ERlucT cells, luminescence, set 2; D54 ERlucT glycosylation luciferase reporter, 24 h; percent of 100 nM tunicamycin response; reporter increase, % at 12.5 µM; 360,000 tested, 0.23% active; AID 588692, 2011;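 active means mean luciferase reporter signal, scaled so untreated is 0 and the glycosylation-blocking control 100, at or above a set limit in every replicate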;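 further: luciferase carries N-glycosylation sites so blocking glycosylation raises the light; 0% = median of neutral control wells and 100% = median of 100 nM tunicamycin wells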
m5-HT2A agonist – mouse Htr2a agonists via beta-arrestin recruitment, primary screen, cell-based, luminescence; activation, % at 7.6 µM; 5-hydroxytryptamine receptor 2A (Mus musculus), P35363; CHO-K1 mHTR2A beta-arrestin complementation; percent of 30 µM serotonin response; 360,000 tested, 0.66% active;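 active means activation above a run cutoff, the mean activation of all tested compounds plus 3 SD, cut at about 14% in these data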;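 further: 0% = plate median of compound wells and 100% = 30 µM serotonin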
PDI turbidity – inhibitors of human PDI, primary screen, biochemical, turbidity, single point, plate reader; Protein disulfide-isomerase (Homo sapiens), P07237; AID 588391, 2011; PDI insulin aggregation turbidity, A650, 90 min; 350,000 tested, 0.052% active; inhibition, % at 10 µM;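 active means mean inhibition across replicates of 30% or more, whatever share of single replicates reach that level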;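 further: absorbance from insulin aggregation driven by PDI reduction with DTT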
MC4R ag barr – MC4R agonists recruiting beta-arrestin, primary screen, cell-based, luminescence, agonist arm of biased-ligand search; Melanocortin receptor 4 (Homo sapiens), P32245; U2OS MC4R beta-arrestin complementation; percent of melanotan II response, DMSO zero; activation, % at 8.9 µM; 360,000 tested, 0.98% active;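 active means activation above a per-plate cutoff, the mean activation of sample wells on that plate plus 3 SD, cut at about 8% in these data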
MC4R antagonist – MC4R antagonists of cAMP signaling, primary screen, cell-based, TR-FRET, antagonist arm of biased-ligand search; MC4R-expressing cells, MTII-stimulated cAMP, LANCE TR-FRET; inhibition, % at 6.5 µM; 360,000 tested, 0.48% active; AID 540295, 2011;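 active means inhibition above its plate's cutoff, the mean of tested wells on that plate plus 3 SD, cut at about 29% in these data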;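 further: 0% = Melanotan II alone and 100% = Melanotan II plus saturating MCL0020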
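Material – human MC4R-expressing U2OS cells · Repeats – no replicates · Detection – TR-FRET with Eu-cAMP and labeled anti-cAMP, 671 nm · Times – compound 30 min, challenge 1 h, detection 1 h · Compound – single nominal compound dose of 6.5 µM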
ABHD5-PLIN5 inh – ABHD5-PLIN5 interaction inhibitors, primary screen, cell lysate, split luciferase complementation, luminescence; Perilipin-5 (Homo sapiens) + 1-acylglycerol-3-phosphate O-acyltransferase ABHD5 (Homo …; Split G. princeps luciferase complementation, 4 h; inhibition, % at 4 µM; 360,000 tested, 0.78% active; AID 602281, 2012;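 active means inhibition above the mean inhibition across every tested compound plus 3 SD, cut at about 22% in these data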;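 further: 0% = DMSO only wells and the 100% control is not disclosed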
The depositor's hits bear a star; / = no result given.

1. O=C(CNC(=O)Cc1ccccc1)NCC(=O)OCc1ccc(C(=O)c2ccccc2)cc1
2. CC(=O)Nc1cccc(NC(=O)c2cc(Cl)ccc2Cl)c1
3. Cc1ccc(CNS(=O)(=O)c2cn(C)cn2)cc1
4. CCn1ncc(C2=NOC(C(=O)N3CCN(c4ccccc4)CC3)C2)c1C (centres undefined)
5. CC(=O)Nc1ccc(-c2cn3cc(C)ccc3n2)cc1
6. COc1cccc(CC(NC(C)=O)C(=O)NC2CCN(c3nnnn3-c3ccccc3)CC2)c1 (centres undefined)
7. COC(=O)c1[nH]c2ccccc2c1Sc1ccccc1
8. Cn1c(SCC(=O)NC2CCS(=O)(=O)C2)nc2ccccc21 (centres undefined)
Screen / compound no.,1,2,3,4,5,6,7,8
Cardio protect,-3.4,-1.8,-2.7,-2.4,-8.8,15.0,-0.5,2.4
ABCB6 inh MLPCN,98.0,102.0,97.0,96.0,99.0,94.0,103.0,100.0
CaV13 FRET inh,-7.2,-2.7,-6.6,-8.0,-5.9,-4.1,-3.0,-4.8
Granule exo inh,1.2,-1.4,-3.5,3.6,-2.2,-1.5,-11.6,7.7
N-glyco inh,1.0,1.1,-0.7,0.6,-8.0,0.7,-1.4,0.8
m5-HT2A agonist,-1.2,-0.2,3.3,-4.1,-4.9,3.0,0.6,2.9
PDI turbidity,-13.5,7.0,-11.4,4.8,-27.4,-6.8,-4.7,4.1
MC4R ag barr,-1.2,-0.2,-1.3,-2.4,-1.0,-0.2,0.0,0.7
MC4R antagonist,5.3,3.8,-0.8,13.2,2.2,2.1,2.7,5.6
ABHD5-PLIN5 inh,5.6,8.0,-0.8,-6.1,10.7,1.9,-8.9,3.0

9. Cc1cc(C(=O)CCl)c(C)n1CCc1ccc(Cl)cc1
10. O=C(CN(CC1CCCO1)C(=O)CNS(=O)(=O)c1ccc(Cl)cc1)NCCc1ccccc1 (centres undefined)
11. CC1(C(=O)NS(=O)(=O)c2cccc(Cl)c2)CCN1C(=O)CC1CC1 (centres undefined)
12. COc1cc(/C=C/C(=O)OCC(=O)Nc2ccc3[nH]c(=O)[nH]c3c2)ccc1OC(F)F
13. CC(=O)c1c(C)[nH]c(C(=O)CSc2nnc(-c3cccs3)n2Cc2ccccc2)c1C
14. CCN(Cc1cccc(OC)c1)CC1CCCN(CCc2cccc(OC)c2)C1 (centres undefined)
15. Cc1ccc(NC(=O)Cn2cnc3c(cnn3C(C)(C)C)c2=O)cc1
16. O=C(Cn1c2c(c(-c3ccccc3Cl)cc1=O)CCC2)NCCCN1CCOCC1
Screen / compound no.,9,10,11,12,13,14,15,16
Cardio protect,-14.3,-0.8,-0.7,-3.7,7.6,-11.3,-0.2,3.0
ABCB6 inh MLPCN,103.0,103.0,95.0,99.0,100.0,94.0,96.0,97.0
CaV13 FRET inh,7.2,-6.3,-6.0,-4.2,-3.0,-4.5,/,4.6
Granule exo inh,34.8,-1.2,0.6,0.3,-1.1,70.8*,-1.8,-1.2
N-glyco inh,6.9,1.9,1.7,2.9,-2.5,-0.5,1.3,1.0
m5-HT2A agonist,6.4,2.2,1.6,0.1,1.5,-9.7,-0.5,1.0
PDI turbidity,2.1,-2.8,-1.9,5.7,22.3,0.5,-12.4,4.2
MC4R ag barr,8.2,-1.4,-0.9,-0.4,-0.8,0.1,-2.1,7.8
MC4R antagonist,20.3,12.8,-4.3,-0.3,5.8,3.6,-4.1,-3.2
ABHD5-PLIN5 inh,10.5,3.9,-2.4,-3.2,-3.5,2.1,-2.1,11.5

17. CCC(CC)NC(=O)COC(=O)c1ccc(OCC(=O)Nc2ccccc2OC)c(OC)c1
18. CCNC(=S)NCc1ccc(OC)c(OC)c1
19. CCC(c1nnnn1C1CCCC1)N1CCN(Cc2ccccc2)CC1 (centres undefined)
20. NC(=O)CC(NC(=O)Cc1ccc(Br)cc1)c1ccc(NCCc2cccc(F)c2)c([N+](=O)[O-])c1 (centres undefined)
21. CCOCCc1nnc(NC(=O)c2cccc(F)c2)s1
22. COc1ccc(C(NC(N)=O)c2ccccc2)cc1 (centres undefined)
23. CC(C)(C)C(=O)Cn1ncc(Cl)c(Cl)c1=O
24. CCC1CO/C(=C(\C(Cl)=C(Cl)Cl)[N+](=O)[O-])N1 (centres undefined)
Screen / compound no.,17,18,19,20,21,22,23,24
Cardio protect,-12.8,0.4,12.3,-3.8,9.4,-4.9,-12.1,3.6
ABCB6 inh MLPCN,97.0,98.0,84.0,98.0,93.0,104.0,127.0,105.0
CaV13 FRET inh,-5.3,-4.1,0.6,-4.4,/,/,-4.0,-2.5
Granule exo inh,1.2,-0.5,-4.2,0.8,-0.2,4.8,-5.0,-1.1
N-glyco inh,-0.2,0.2,-2.8,3.1,0.5,1.4,10.4,1.6
m5-HT2A agonist,2.4,-0.4,-1.4,-2.8,-1.0,-2.5,4.0,2.1
PDI turbidity,-2.9,1.8,2.6,-4.9,-18.7,8.4,-2.0,-10.4
MC4R ag barr,-0.6,-2.0,-1.2,-1.1,-0.9,-1.7,0.0,-2.4
MC4R antagonist,-3.9,-3.1,6.0,11.5,8.2,-3.8,-13.3,1.9
ABHD5-PLIN5 inh,1.6,3.0,0.1,5.3,2.7,2.9,9.8,6.6

25. CCOC(=O)c1cc(-c2ccc(OC)cc2F)nc2c1c(C)nn2CCC#N
26. Cc1ccc(NC(=O)CSc2nnc(-c3ccccn3)n2N)cc1F
27. O=C(CCC1COc2ccccc2O1)N1CCCC1 (centres undefined)
28. CCn1c(Cn2nnc(-c3ccccc3)n2)nnc1SCC(=O)Nc1ccc(N(C)C)cc1
29. CC1CCCN(S(=O)(=O)c2ccc(C(=O)Nc3nnc(-c4ccccn4)o3)cc2)C1 (centres undefined)
30. Cc1c(OCC(=O)N2CCC(C(N)=O)CC2)ccc2c3c(c(=O)oc12)CCC3
31. COc1ccc(C(=O)OCc2cc(=O)oc3cc(C)ccc23)cc1S(=O)(=O)N1CCOCC1
32. O=C(O)CCCN1C(=O)C2C3C=CC(C2C1=O)C1C(=O)N(CCCC(=O)O)C(=O)C31 (centres undefined)
Screen / compound no.,25,26,27,28,29,30,31,32
Cardio protect,20.3,6.7,-2.5,-2.7,17.9,-4.1,5.4,-1.5
ABCB6 inh MLPCN,99.0,95.0,100.0,99.0,94.0,102.0,96.0,102.0
CaV13 FRET inh,-10.8,-0.6,-5.3,/,-4.1,/,-5.1,-2.9
Granule exo inh,3.7,0.7,-1.1,-0.2,12.2,6.1,-0.8,-3.4
N-glyco inh,-3.2,1.3,-4.9,0.5,1.3,0.7,1.0,2.4
m5-HT2A agonist,-2.1,-5.3,0.5,4.8,0.4,-0.4,1.3,6.9
PDI turbidity,11.2,-3.6,-4.0,-4.0,-3.2,/,-9.9,1.4
MC4R ag barr,-1.2,0.0,-0.4,2.0,-1.6,-0.6,0.5,-0.9
MC4R antagonist,6.9,10.1,3.9,6.4,3.2,8.3,-0.3,0.7
ABHD5-PLIN5 inh,-1.1,4.0,7.1,6.0,0.4,-1.0,-2.3,-2.8

33. CCCCN(CCCC)C(=O)C1(P(=O)(c2ccccc2)c2ccccc2)CCC1
34. N#CCCN(C(=O)COC(=O)C1CCN(c2ccc(C(F)(F)F)cn2)CC1)c1ccc(F)cc1
35. COc1ccc(C2OCC(C)(C)CO2)cc1OC
36. CN(C)Cc1cc(C(F)(F)F)ccc1C(O)(c1ccccc1)c1ccccc1
37. CC(C(=O)Nc1ccc(S(=O)(=O)N2CCCC2)cc1)N(C)CC(=O)Nc1cccc(F)c1 (centres undefined)
38. O=C(NC(=S)NC1CCS(=O)(=O)C1)c1ccccc1 (centres undefined)
39. COc1ccc(N(CC(=O)NC2CCCC2)C(=O)c2csnn2)cc1
40. COc1cccc(-c2cnc(C(O)c3ccc(F)c(F)c3)[nH]2)c1 (centres undefined)
Screen / compound no.,33,34,35,36,37,38,39,40
Cardio protect,13.6,0.4,-2.1,-7.4,-2.1,5.2,3.0,-2.9
ABCB6 inh MLPCN,95.0,98.0,105.0,88.0,86.0,97.0,98.0,98.0
CaV13 FRET inh,-4.6,-7.6,-3.9,-6.2,-2.4,-5.0,-3.7,-11.5
Granule exo inh,-2.8,-1.4,-5.5,16.8,-2.0,-3.5,4.1,9.2
N-glyco inh,0.3,1.7,2.2,-2.8,-2.3,5.8,-1.1,0.9
m5-HT2A agonist,-1.4,2.3,5.3,2.0,7.8,6.5,-2.2,-3.1
PDI turbidity,6.8,6.3,-4.5,7.6,-3.0,0.7,3.7,-2.6
MC4R ag barr,-0.7,-0.8,1.1,1.7,-1.1,-0.5,0.5,-1.5
MC4R antagonist,5.5,7.4,4.6,6.9,6.6,8.1,4.9,2.8
ABHD5-PLIN5 inh,-1.8,12.9,2.7,4.8,-5.7,0.5,-0.7,1.0

41. CC(C)(C)NC(=O)NC(=O)COC(=O)c1ccco1
42. CS(=O)(=O)/C(C#N)=C/c1cccn1S(=O)(=O)c1cccc2ccccc12
43. Cn1cccc1Cc1nnc(SCC(=O)NCC2CCCO2)n1-c1ccc(F)cc1 (centres undefined)
44. CCOC(=O)CSC1=NC(=O)/C(=C\c2ccc(OC(C)=O)cc2)S1
Screen / compound no.,41,42,43,44
Cardio protect,5.5,-1.5,-4.7,-2.5
ABCB6 inh MLPCN,100.0,101.0,102.0,119.0
CaV13 FRET inh,-6.8,-8.1,-2.5,-7.9
Granule exo inh,1.7,-0.9,-1.6,22.3
N-glyco inh,-0.1,-0.1,1.4,-1.4
m5-HT2A agonist,-4.5,4.0,2.3,-3.1
PDI turbidity,16.9,0.5,/,8.5
MC4R ag barr,0.1,2.5,0.2,-3.5
MC4R antagonist,-1.7,15.5,3.6,6.0
ABHD5-PLIN5 inh,-6.7,1.1,-0.5,-2.5
